# SENP1 FRET inh: SENP1 (human) catalytic domain inhibition | AID 624204 | inhibition, % at 10 µM | 0.21% of 360,000 active | recombinant SENP1 catalytic domain, CyPet-SUMO1-YPet FRET cleavage;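 active means inhibition at least 30% at 10 µM, raw YFP signal under a set limit, fluorescence ratio 0.5 to 1.5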;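 further: 0% = enzyme with DMSO and 100% = no enzyme wells; some results filed as inactive read as strong as hits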
# Target sequence (Q9P0U3 419-644 limits assumed): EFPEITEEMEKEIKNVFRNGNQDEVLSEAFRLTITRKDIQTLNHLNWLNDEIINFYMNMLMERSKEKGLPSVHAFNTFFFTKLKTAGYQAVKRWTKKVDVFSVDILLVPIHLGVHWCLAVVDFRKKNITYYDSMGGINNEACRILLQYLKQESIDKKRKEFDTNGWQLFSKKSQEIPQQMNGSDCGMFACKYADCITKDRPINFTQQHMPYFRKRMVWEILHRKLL
#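 Test system: recombinant human SENP1 catalytic domain, His6-tagged / Medium: pH 8 Tris buffer with EDTA, NaCl, BME, BSA, NP40, catalase / Also added: SUMO1 FRET substrate flanked by Cypet and Ypet, 25 nM / Times: 50 min reaction at room temperature / Signal: FRET, CFP and YFP emission / Control set: no-enzyme low control and enzyme-plus-DMSO high control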
# SENP8 block-1: SENP8 protease inhibition. Q96LD8. purified SENP8, Z-RLRGG-aminoluciferin cleavage, luminescence. inhibition, % at 10 µM. 1.2% of 330,000 active. AID 2540; in the data active means inhibition above about 50%
# Target sequence (Q96LD8 whole entry, looked up): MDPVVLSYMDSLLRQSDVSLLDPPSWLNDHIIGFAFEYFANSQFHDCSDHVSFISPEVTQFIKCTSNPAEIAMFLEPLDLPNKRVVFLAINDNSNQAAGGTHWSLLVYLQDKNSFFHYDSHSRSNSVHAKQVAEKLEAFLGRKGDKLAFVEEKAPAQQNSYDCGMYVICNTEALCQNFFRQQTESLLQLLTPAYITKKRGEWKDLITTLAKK
# HKDC1 inhibitor: HKDC1 (human) hexokinase inhibition; Q2TB90; recombinant HKDC1, G6PDH/diaphorase resazurin coupled fluorescence; inhibition, % at 20 µM; 0.16% of 340,000 active; AID 493160;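 active means inhibition above about 35% when tested at 20 µM, limit read from the data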;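 further: plate controls were DMSO wells with enzyme for no effect and DMSO wells lacking enzyme for full effect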
#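 Assay system: recombinant HKDC1 hexokinase; detection: coupled resazurin fluorescence, excitation 525 nm, emission 613 nm; benchmarks: DMSO-plus-enzyme-mix negative control, buffer-substituted positive control; compound dosing: single 20 µM dose; schedule: 90 min at room temperature in dark; also added: glucose plus 1 mM ATP as hexokinase substrates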
# SENP6 block: blocks the human protease SENP6 | Recombinant SENP6 catalytic domain, aminoluciferin luminescence | 1.8% of 330,000 active | inhibition, % at 10 µM;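 active means inhibition above about 50% at the single tested dose, limit read from the data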;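 further: plate controls were DMSO wells with enzyme for no effect and DMSO wells lacking enzyme for full effect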
# Target sequence (Q9GZR1 628-1112 limits assumed): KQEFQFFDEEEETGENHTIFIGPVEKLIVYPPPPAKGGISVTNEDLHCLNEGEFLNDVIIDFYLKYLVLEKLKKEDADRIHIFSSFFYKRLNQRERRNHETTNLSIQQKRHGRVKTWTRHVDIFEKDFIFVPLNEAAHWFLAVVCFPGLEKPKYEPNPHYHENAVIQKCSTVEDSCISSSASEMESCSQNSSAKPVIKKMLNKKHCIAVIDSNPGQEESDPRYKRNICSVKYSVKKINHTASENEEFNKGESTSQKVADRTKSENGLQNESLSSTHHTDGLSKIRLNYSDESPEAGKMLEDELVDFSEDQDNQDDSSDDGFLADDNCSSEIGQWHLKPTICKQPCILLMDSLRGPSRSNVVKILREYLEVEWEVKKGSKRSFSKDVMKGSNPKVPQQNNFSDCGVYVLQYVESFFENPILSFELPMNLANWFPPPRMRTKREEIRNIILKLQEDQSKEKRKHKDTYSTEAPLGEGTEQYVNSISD
# SENP7 inh: blocks the human protease SENP7; Q9BQF6; 1.5% of 330,000 active; recombinant SENP7, Z-RLRGG-aminoluciferin luminescence, 40 min; inhibition, % at 5 µM;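 active means inhibition above about 50% at the single test dose, limit read from the data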;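 further: plate controls were DMSO with enzyme for no effect and no enzyme buffer wells for full effect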
# PfG6PD inh: PfG6PD (Plasmodium falciparum) enzyme inhibition. PfGluPho enzyme, NADPH resazurin-diaphorase fluorescence. inhibition, % at 20 µM. 0.78% of 350,000 active;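 active means inhibition reaching at least a set limit at 20 µM in the primary screen, cut at about 59% in these data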;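 further: 0% = DMSO wells with substrate and 100% = DMSO wells lacking glucose-6-phosphate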
# Apaf1 inhib: inhibitors of human Apaf-1 apoptosome. O14727. reconstituted apoptosome caspase-3 activity, DEVD-Rh110 fluorescence. inhibition, % at 20 µM. 0.71% of 330,000 active; active means inhibition of at least 40% at 20 µM;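 further: plate controls were DMSO wells for no effect and DEVD-CHO caspase inhibitor wells for full effect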
#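 Material: reconstituted apoptosome with Apaf-1, cytochrome c, caspase-9, procaspase-3, dATP. Technique: Rh110 fluorescence intensity. Buffer or medium: pH 7.5 Hepes buffer with CHAPS, BSA, DTT. Times: 30 min plus 50 min, RT.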
# SENP8 block-2: inhibitors of human SENP8 protease. recombinant SENP8, Nedd8 substrate fluorescence. inhibition, % at 20 µM. 0.64% of 360,000 active. AID 602440; in the data active means inhibition mostly above about 40%, no sharp cut-off; inactive means mostly below about 27%
# NLRP3 yeast inh: NALP3 inhibition in yeast | Yeast reconstituted NLRP3/ASC/caspase-1, beta-gal luminescence, 24 h | 0.39% of 330,000 active | inhibition, % at 10 µM;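 active means inhibition of 50% or more; inactive means inhibition below 50%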;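 further: plate controls were induced DMSO wells for no effect and uninduced yeast grown without galactose for full effect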
# An asterisk follows results filed as active; · = no result given; & = joins results of further samples.
SMILES,SENP1 FRET inh,SENP8 block-1,HKDC1 inhibitor,SENP6 block,SENP7 inh,PfG6PD inh,Apaf1 inhib,SENP8 block-2,NLRP3 yeast inh
Cc1ccc(C(=O)OC(C(=O)O)C(OC(=O)c2ccc(C)cc2)C(=O)O)cc1 (stereo not given),0,-17,-7,4,-5,-6,15,8,7
CN(CCC1CCCCO1)Cc1cn(C)nc1-c1ccc2c(c1)OCCO2 (stereo not given),1,-3,-5,5,-5,-14,-4,19,11
O=C(COC(=O)c1cc(S(=O)(=O)N2CCOCC2)ccc1F)NCc1ccco1,1,2,7,-24,9,-20,13,-1,5
CCN(C(=O)CSc1nc(C2CC2)n(-c2ccccc2)n1)C1CCS(=O)(=O)C1 (stereo not given),1,-5,0,1,-4,-14,3,22,24
CN(C)/C=C/c1oc2ccc(O)cc2c1[N+](=O)[O-],5,0,4,7,2,26,12,39,29
COc1ccc([C@H]2CC(=O)C=C(c3cc(Cl)ccc3C)C2)cc1,3,3,-1,-4,-4,-7,18,21,15
CCCCC(O)(C(NC=O)C(=O)OC)C(F)(F)F (stereo not given),4,3,-2,2,-2,-10,-12,14,9
CC(C)Cc1nnc(NC(=O)Cc2cccs2)s1,-88,5,-6,-1,2,0,6,-18,-2
CCOC(=O)Cn1nc(C(F)F)c(Br)c1C,4,6,-7,-1,8,4,-2,9,1
CC(=O)[C@H]1CC[C@H]2[C@@H]3CCC4=CC(=O)CC[C@]4(C)[C@H]3CC[C@]12C,-1&-2,5,3&-4,-5,-4,7&-4,0,3&-1,20
CCn1c(CNc2cccc(Cl)c2)nnc1SCc1ccccc1,0,0,-1,-29,5,-8,1,8,2
CCOC(=O)COc1ccc(C(=O)NC2CCCCC2)cc1,1,-3,11,2,0,11,-11,4,-2

# Not a retest: an excerpt of the list.
SMILES,SENP1 FRET inh,SENP8 block-1,HKDC1 inhibitor,SENP6 block,SENP7 inh,PfG6PD inh,Apaf1 inhib,SENP8 block-2,NLRP3 yeast inh
COc1ccc([C@H]2CC(=O)C=C(c3cc(Cl)ccc3C)C2)cc1,3,3,-1,-4,-4,-7,18,21,15
CCCCC(O)(C(NC=O)C(=O)OC)C(F)(F)F (stereo not given),4,3,-2,2,-2,-10,-12,14,9
CC(C)Cc1nnc(NC(=O)Cc2cccs2)s1,-88,5,-6,-1,2,0,6,-18,-2

# (next part)
SMILES,SENP1 FRET inh,SENP8 block-1,HKDC1 inhibitor,SENP6 block,SENP7 inh,PfG6PD inh,Apaf1 inhib,SENP8 block-2,NLRP3 yeast inh
CCOC(=O)C1CCN(Cc2ccc(OCc3ccccc3)cc2)CC1,1,-9,-6,-11,-1,-2,5,25,42
Cc1cccc(C(C#N)c2ccc(Cl)nn2)c1 (stereo not given),-1,2,4,16,3,-9,0,22,-4
COc1ccc2c(c1)c1nc3ccccc3nc1n2CC(=O)OC(C)C,62,-7,6,-3,-4,-1,-10,13,-12
COC(=O)Cn1c(C(F)(F)F)nc2ccccc21,0,0,-5,-18,-9,-11,-4,30,14
Cc1ccc(S(=O)(=O)NCC(=O)NCC(=O)OCc2c(F)cccc2Cl)cc1,2,7,-7,6,3,-1,-3,12,26
COc1ccc(OC)c(S(=O)(=O)Nc2cc(C)on2)c1,1,-2,-2,-8,-6,-3,-15,11,15
COc1ccc(NC(=O)c2sc3nc(-c4cccnc4)ccc3c2N)cc1OC,-34,3,-3,0,-1,10,-7,-26,8
COc1cc(/C=N/NC(=O)c2cccnc2)ccc1OS(=O)(=O)c1ccc(C)cc1,0,11,-8,14,6,19,12,0,9
CCc1ccccc1OCc1nc2ccc(S(=O)(=O)N3CCOCC3)cc2[nH]1,-21,5,0,3,2,11,0,-13,20
NN=C1C(=O)c2cccc3cccc1c23,1,·,0,·,·,10,·,23,·
CCOC(=O)c1c(NC(=O)CSc2ncn[nH]2)sc(C(=O)NC)c1C,-4,-11,2,-14,4,13,0,1,10
CCCCC(CC)C(=O)Nc1ccc(C)c(O)c1 (stereo not given),-3,1,-10,2,2,20,-6,7,-1
Cn1nc(C(C)(C)C)c([N+](=O)[O-])c1C(=O)Nc1cccc2ccccc12,1,-2,1,-4,3,19,-1,18,14
CCOC(=O)C1C(=O)C=C(c2ccccc2)CC1c1ccccc1 (stereo not given),-1,·,0,·,·,-15,·,6,·
C=CCN(c1ccccc1)S(=O)(=O)c1cccc(C(=O)Nc2nc3ccccc3[nH]2)c1,0,-4,-11,-16,-2,-30,19,-85,-3
Cn1c(N)c(C(=O)COC(=O)c2ccccc2C(=O)c2ccc(Cl)c([N+](=O)[O-])c2)c(=O)n(C)c1=O,2,0,8,-7,5,2,17,13,10
Cc1ccc(CNC(=O)CCSCc2ccc(C)cc2)cc1,2,1,0,4,6,9,6,12,31
COc1cc2[nH]c(=S)nc(NCc3ccc(C)cc3)c2cc1OC,-1,-11,8,-8,-8,34,-1,-18,10
CCCCn1c(=O)c(CCC(=O)OCC(=O)NC(=O)NCCC(C)C)nc2ccccc21,3,0,-10,-9,4,-13,23,-125,6
NC(=O)CC(NC(=O)c1ccccc1)c1ccc(NCC2CC2)c([N+](=O)[O-])c1 (stereo not given),3,-3,-4,-1,-3,-4,2,27,24
COc1cccc(NC(=O)Cn2nnc(C(=O)NCCc3ccccc3)c2N)c1,0,-1,-2,-14,-3,1,-13,9,3
CCCCOc1ccc(C2CCC(C(C)=O)C(C)C2)cc1 (stereo not given),3,1,-1,11,7,8,-9,17,17
Cc1nc2c(s1)sc1ccccc12,2,-19,-2,1,-20,9,9,20,5
O=[N+]([O-])c1sccc1CS(=O)(=O)c1ccccc1,2,6,3,-6,7,11,-17,24,27
COc1ccc(-c2cc(C(=O)N3CCN(Cc4ccc5c(c4)OCO5)CC3)on2)cc1OC,2,2,-1,4,4,9,-4,8,17
Cc1nnc(NC(=O)c2ccc3c(c2)NC(=O)CS3)s1,0,-14,3,-21,-10,51,13,-125,7
CC1CCCCC1NC(=O)C1CCC(CNS(=O)(=O)c2ccccc2)CC1 (stereo not given),2,-2,-3,3,2,2,2,11,7
CCOC(=O)c1ccc(NC(=S)N2CCC(C(N)=O)CC2)cc1,2,0,7,9,1,-4,-11,26,10
CCOC(=O)C1=C(COC(=O)CCNS(=O)(=O)c2ccc(NC(C)=O)cc2)NC(=O)NC1C (stereo not given),2,2,-5,-7,-6,-6,8,0,8
CC(=O)c1ccc(NC(=O)CCCC(=O)c2ccccc2)cc1,4,-3,-5,-23,-3,2,-2,14,16
NS(=O)(=O)c1cnccc1Nc1cccc(F)c1,-7,-1,-3,1,-3,1,-8,6,5
CC1=C(C(=O)Nc2ccc(CC(=O)NCc3ccccc3C)cc2)SCCO1,-3,-5,0,-10,-5,19,-2,2,10
CN(C)c1nc(Oc2ccc(/C=N/O)cc2)nc(N(C)C)n1,-1,-3,-3,-13,-3,-15,-3,6,1
CC(C)(C)C1CCC2(CC1)NC(CO)(CO)CO2 (stereo not given),0,-4,-7,-12,2,-11,-4,30,15
CC(C)[C@H](NC(=O)c1ccccc1)C(=O)OCC(=O)Nc1sccc1C(N)=O,-2,-9,-5,-20,-3,6,9,9,16
Cc1cc(C)nc(S/C=C/C(=O)c2ccccc2F)n1,-5,-3,1,-9,-7,34,3,22,33

# Molecules above that have a CF3 group:
SMILES,SENP1 FRET inh,SENP8 block-1,HKDC1 inhibitor,SENP6 block,SENP7 inh,PfG6PD inh,Apaf1 inhib,SENP8 block-2,NLRP3 yeast inh
CCCCC(O)(C(NC=O)C(=O)OC)C(F)(F)F (stereo not given),4,3,-2,2,-2,-10,-12,14,9
COC(=O)Cn1c(C(F)(F)F)nc2ccccc21,0,0,-5,-18,-9,-11,-4,30,14

# Some values from above.
# Cc1cc(C)nc(S/C=C/C(=O)c2ccccc2F)n1 in SENP8 block-1: -3
# CCOC(=O)C1=C(COC(=O)CCNS(=O)(=O)c2ccc(NC(C)=O)cc2)NC(=O)NC1C (stereo not given) in SENP8 block-2: 0
# CCOC(=O)c1ccc(NC(=S)N2CCC(C(N)=O)CC2)cc1 in NLRP3 yeast inh: 10

# New compounds follow:
SMILES,SENP1 FRET inh,SENP8 block-1,HKDC1 inhibitor,SENP6 block,SENP7 inh,PfG6PD inh,Apaf1 inhib,SENP8 block-2,NLRP3 yeast inh
O=C(COc1coc(CN2CCc3ccccc32)cc1=O)NCCc1ccccc1,1,0,0,-11,7,5,9,16,3
CC(C)c1c(C(=O)N/N=C/c2ccc(Cl)cc2Cl)nnn1-c1nonc1N,2,0,5,-22,-9,5,16,13,17
CCC(NC(=O)C1CCCC1)c1ccccc1 (stereo not given),2,-2,-3,-7,3,-5,-5,13,-5
O=C(O)c1ccc2c(c1)C(=O)N(CCc1ccccc1)C2=O,1,17,-3,13,7,-18,0,23,9
O=C(O)c1ccc(NS(=O)(=O)c2cc(Cl)ccc2Cl)cc1O,0,-6,-1,-12,-5,-34,8,6,-6
CCOc1cccc(CN2CCC(n3nccc3NC(=O)C3CCCC3)CC2)c1,-1,1,5,-4,-10,-3,-2,5,16
Cc1cc(C(C)(C)CC(C)(C)C)ccc1OCCOCC[N+](C)(C)Cc1ccccc1,1,-21,4,-26,5,21,86*,12,42
O=C(NNC(=S)NC(=O)c1ccccc1)c1ccc([N+](=O)[O-])cc1,13,9,-12,16,0,-13,-2,26,22
C=CCNc1nc(C(=O)OCC)nc2ccccc12,2,-3,-12,-4,1,-1,-2,-8,-9
COc1cc(SC)ccc1C(=O)OCC(=O)NCCNC(=O)COC(=O)c1ccc(SC)cc1OC,1,-3,-1,0,0,10,21,-4,7
C/C(Cc1ccccc1)=N\NC(=O)CNC(=O)/C=C\c1ccccc1,2,1,-1,-5,10,-7,-4,3,2
CCn1c(=O)c2cc(C(=O)NC(C)C)sc2c2ccccc21,2,-7,6,-8,-4,19,-10,-440,2

# Compound activity as filed in PubChem.

# Hits appear at their usual frequency, and some 4.1% of all compounds hit somewhere here.
